Compound activity as filed in PubChem.
PTHR1 ag = activates the human parathyroid hormone receptor PTHR1; actives 0.075% (n = 410,000); HEK293 GP2 PTHR1 cells, GloSensor cAMP luminescence, 1 h; Potency, µM (series often up to 115 µM), for inactives: at the top dose activation, actives largely listed as activators; Q03431; further: potency means the concentration at half of the fitted maximal effect; nearly all actives have a fitted effect of over 55% in size; some results filed as inactive show a strong effect at the top dose; inactives centre near -15; many of its hits are not listed in these tables
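HEK-293-derived GP2 cells expressing PTHR1 and a GloSensor cAMP reporter, 3,000/well, plated overnight, given luciferin plus IBMX (each 0.5 mM as added) for 1 h at 37 °C, then compound for 1 h at 37 °C. Luminescence was read after 15 min at room temperature.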
CCT modulator = modulators of cytosolic chaperonin (CCT/TRiC) activity; purified chaperonin ATPase assay, HTRF ADP detection, 30 min; activity change, % (test concentration not listed), hits read low; actives 0.3% (n = 360,000); AID 651819; in the data active means activity change below about -30%; further: on the % scale 0 is the no-effect control and ±100 the full control effect
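Enzyme 40 or 20 nM (batch-dependent) in Tris pH 7.4/KCl/MgCl2/DTT; cpd 76 uM single point; ATP 10 uM; 30 min 37 °C; Transcreener ADP HTRF detection, 30 min RT; ratio 665/615.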
EPAC2 agonist = EPAC2 (human) agonism; Q8WZA2; EPAC2 activation, biochemical qHTS; response scale: 100% = 6.5 mM cAMP response; Potency, µM (top dose mostly 154 µM), without a hit: at the top dose activation, usual class: activators; actives 0.079% (n = 360,000); AID 720711; further: potency means the concentration at half of the fitted maximal effect; nearly all actives have a fitted effect of over 50% in size
Target sequence (Q8WZA2 whole entry, looked up): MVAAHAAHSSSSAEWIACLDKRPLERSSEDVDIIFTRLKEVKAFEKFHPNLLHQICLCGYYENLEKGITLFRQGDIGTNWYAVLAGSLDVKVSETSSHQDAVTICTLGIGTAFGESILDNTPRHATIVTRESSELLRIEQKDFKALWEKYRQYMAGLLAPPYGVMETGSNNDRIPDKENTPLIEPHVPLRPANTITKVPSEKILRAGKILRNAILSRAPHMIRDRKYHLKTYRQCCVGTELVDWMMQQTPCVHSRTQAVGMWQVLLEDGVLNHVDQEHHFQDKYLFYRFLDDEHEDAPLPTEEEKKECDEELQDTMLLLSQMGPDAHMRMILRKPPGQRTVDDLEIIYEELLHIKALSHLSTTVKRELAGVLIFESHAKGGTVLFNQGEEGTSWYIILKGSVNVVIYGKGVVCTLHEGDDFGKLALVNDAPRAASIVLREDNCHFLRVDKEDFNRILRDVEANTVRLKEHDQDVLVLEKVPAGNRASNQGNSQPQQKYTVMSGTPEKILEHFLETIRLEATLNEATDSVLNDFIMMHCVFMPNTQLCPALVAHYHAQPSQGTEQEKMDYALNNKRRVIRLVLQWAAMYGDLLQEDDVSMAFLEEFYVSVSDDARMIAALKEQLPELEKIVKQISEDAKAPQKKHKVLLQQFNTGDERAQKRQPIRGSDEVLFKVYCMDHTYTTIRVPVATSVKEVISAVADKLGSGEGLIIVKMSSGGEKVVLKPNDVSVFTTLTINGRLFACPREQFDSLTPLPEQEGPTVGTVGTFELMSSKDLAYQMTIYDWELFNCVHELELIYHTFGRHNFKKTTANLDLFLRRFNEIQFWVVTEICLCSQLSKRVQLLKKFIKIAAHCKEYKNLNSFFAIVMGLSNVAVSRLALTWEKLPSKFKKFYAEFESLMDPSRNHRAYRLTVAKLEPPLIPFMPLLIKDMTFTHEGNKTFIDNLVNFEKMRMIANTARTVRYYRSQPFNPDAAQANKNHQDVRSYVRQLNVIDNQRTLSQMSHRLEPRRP
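Compounds were titrated in qHTS against a Rap1B-BODIPY-GDP (250 nM) complex with EPAC2 (100 nM) and GDP (50 uM). BODIPY-GDP release tracked at 480/540 nm over 30 min at room temperature, normalized to 6.5 mM cAMP.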
MmCpn inh = inhibitors of Methanococcus maripaludis chaperonin (MmCpn) | purified Mm-Cpn ATPase, ADP Transcreener TR-FRET | Potency, µM (highest dose often 76.9 µM), without a hit: top-dose activity, negative = inhibition, actives largely listed as inhibitors | actives 0.031% (n = 330,000); further: potency means the concentration at half of the fitted maximal effect; on the % scale 0 is the no-effect control and ±100 the full control effect; nearly all actives have a fitted effect of over 80% in size
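Purified archaeal Mm-CPN (25nM final) preincubated 10 min at 37degC with compound, then 10uM ATP for 30 min at 37degC; ADP measured by HTRF Transcreener TR-FRET; buffer 30 mM TRIS pH 7.4, 100mM KCl, 5mM MgCl2, 1mM DTT.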
DRD3 antagonist = D3 dopamine receptor (human) antagonism; P35462; max response, negative = inhibition, %; D3R cells, DiscoveRx beta-arrestin luminescence, antagonist mode; stronger effect = lower value; actives 2.5% (n = 360,000); in the data active means max response below about -50%; inconclusive means no clear call, values can overlap the other calls; further: on the % scale 0 is the no-effect control and ±100 the full control effect; mostly tested at two doses, the higher about 12 µM
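Cells expressing the human receptor were seeded at 1500 cells/well, incubated overnight at 37 degrees C in 5% CO2, then exposed to library compounds with dopamine controls for 90 minutes at 37 degrees C before luminescent detection.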
EPAC2 antag = blocks human EPAC2 exchange factor; AID 720708; Potency, µM (top dose mostly 114 µM), for inactives: at the top dose activity, negative = inhibition, hits mostly inhibitors; EPAC2 GEF exchange of Rap1B-BODIPY-GDP, fluorescence; actives 0.18% (n = 360,000); further: potency means the concentration at half of the fitted maximal effect; on the % scale 0 is the no-effect control and ±100 the full control effect; nearly all actives have a fitted effect of over 45% in size; many of its hits are not listed in these tables
Akt phos inh = inhibitors of Akt phosphorylation | Neuro2A IGF-stimulated pAkt S473 HTRF, 20 min; stronger effect = lower value | activity change, % for hits at 50 µM | AID 651550 | actives 0.32% (n = 360,000); in the data active means activity change below about -80%; inconclusive means mostly about -51% to -80%; further: on the % scale 0 is the no-effect control and ±100 the full control effect
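Single-point screen (50 µM final compound) in Neuro2A cells stimulated 20 min with 6 nM IGF at 37 deg C. After lysis, Ser473-phosphorylated Akt read by HTRF (ex 330 nm, em 615/665 nm) as the 665/615 ratio.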
D3 ag = activates the human D3 dopamine receptor; P35462; D3R DiscoveRx beta-arrestin cells, luminescence, 90 min; max activation, %; actives 0.58% (n = 410,000); in the data active means max activation above about 30%; further: 0% is about no effect; mostly tested at two doses, the higher about 12 µM
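Agonist-mode cell screen: cells plated at 1500/well and incubated overnight at 37 °C, then exposed to library compounds for 90 min at 37 °C. Detection reagent was added for 30–60 min at room temperature, and luminescence was read.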
An asterisk follows results filed as active; i = inactive; ? = inconclusive; . = no result given; & = joins results of further samples; [ ] = remark or other dose. Unless noted, the call rests on the fitted dose curve; in most records, active means well fitted curve in the direction sought with a large enough effect; inconclusive means small, poorly fitted or top-dose-only effect, or another doubt; inactive means no such curve, though single readings can be large; an effect the other way counts as inactive or inconclusive.

Results follow in this order: PTHR1 ag	CCT modulator	EPAC2 agonist	MmCpn inh	DRD3 antagonist	EPAC2 antag	Akt phos inh	D3 ag
CCCCCCC(C)n1[nH]c(=O)c2c(C)cc(C)nc21 (stereo not given)
→ i	1.3	-6%	2%	-2	-9%	i	-26
CCCC1NC(=O)c2cccnc2-n2c1nc1ccc(Cl)cc1c2=O (stereo not given)
→ -27%	1.5	5%	.	9	-3%	i	6
NNC(=O)c1cccc(COc2cccc(Br)c2)c1
→ i	-0.7	1%	-2%	-16	-2%	i	-3
Cc1ccc(C(=O)Nc2ccc(C(=O)N/N=C/c3c[nH]c4ccccc34)cc2)cc1
→ -29%	0.1	2%	-5%	15	10%	i	4
C(=N\Nc1nncc2ccccc12)/c1ccccn1
→ -13%	-1.8	12%	1%	-7	6%	i	8
COc1cc2c(cc1OC)/C(=C/C(=O)c1cccc([N+](=O)[O-])c1)NCC2
→ -41%[inhibitor]	0.8	14%	-1%	46	1%	i	8
Cn1ccnc1Sc1cc(Cl)ccc1[N+](=O)[O-]
→ i	0.0	22%	-1%	-14	0%	i	-5
O=c1c(Cc2c(F)cccc2Cl)c(O)ccn1C1CCCCCC1
→ -26%	-0.7	4%	4%	-11	-3%	i	-7
CCCNS(=O)(=O)c1cc2c(cc1Br)CCN2C(=O)CC
→ -4%	0.7	-1%	.	-26	1%	i	-16
CC(CN1CCOCC1)(NS(=O)(=O)c1ccccc1)c1ccccc1 (stereo not given)
→ i	-1.6	2%	1%	13	-3%	.	2
Cc1c(C(C)(C)C)sc(=NC(=O)c2ccccc2O)n1C
→ -25%	0.4	3%	2%	34	17%	i	10
COc1cc2ccccc2cc1C(=O)N1CCN(c2ccccc2O)CC1
→ -19%	2.4	9%	-3%	-18	-7%	i	0
CC1(c2cccc(N)c2)OCCO1
→ -9%	-1.6	3%	.	-8	4%	i	-9
O=c1n(-c2ccccc2)c(=O)n(Cc2ccccn2)n1Cc1ccccn1
→ -18%	0.3	-3%	1%	15	-2%	i	1
Cc1cccc(C(=O)NCCN(C)C)c1
→ -14%[57.5 µM]	-1.3	-2%	1%	0	0%	i	-11

Structures listed so far that have a carbonyl joined to an NH by a bond outside any ring, in the order listed:
Results follow in this order: PTHR1 ag	CCT modulator	EPAC2 agonist	MmCpn inh	DRD3 antagonist	EPAC2 antag	Akt phos inh	D3 ag
NNC(=O)c1cccc(COc2cccc(Br)c2)c1
→ i	-0.7	1%	-2%	-16	-2%	i	-3
Cc1ccc(C(=O)Nc2ccc(C(=O)N/N=C/c3c[nH]c4ccccc34)cc2)cc1
→ -29%	0.1	2%	-5%	15	10%	i	4
Cc1cccc(C(=O)NCCN(C)C)c1
→ -14%[57.5 µM]	-1.3	-2%	1%	0	0%	i	-11

Compounds from the list above containing sulfur, in the order listed:
Results follow in this order: PTHR1 ag	CCT modulator	EPAC2 agonist	MmCpn inh	DRD3 antagonist	EPAC2 antag	Akt phos inh	D3 ag
Cn1ccnc1Sc1cc(Cl)ccc1[N+](=O)[O-]
→ i	0.0	22%	-1%	-14	0%	i	-5
CCCNS(=O)(=O)c1cc2c(cc1Br)CCN2C(=O)CC
→ -4%	0.7	-1%	.	-26	1%	i	-16
CC(CN1CCOCC1)(NS(=O)(=O)c1ccccc1)c1ccccc1 (stereo not given)
→ i	-1.6	2%	1%	13	-3%	.	2
Cc1c(C(C)(C)C)sc(=NC(=O)c2ccccc2O)n1C
→ -25%	0.4	3%	2%	34	17%	i	10

Next structures
Results follow in this order: PTHR1 ag	CCT modulator	EPAC2 agonist	MmCpn inh	DRD3 antagonist	EPAC2 antag	Akt phos inh	D3 ag
CC1CCCCC12NC(=O)N(CC(=O)NC(=O)NCc1ccco1)C2=O (stereo not given)
→ -6%[57.5 µM]	1.8	-6%	0%	11	15%	i	3
CCCCN(C=O)c1c(CC)nc2c(OCc3cccc(Cl)c3)cccn12
→ -11%	-1.4	-1%	.	-1	3%	i	-6
CCCN(C(=O)c1c(-c2ccccc2)noc1C)c1c(N)n(Cc2ccccc2)c(=O)[nH]c1=O
→ ?	0.1	7%	1%	?	-2%	i	5
Cc1ccn(CCC(=O)N2CCCC(CCC(=O)NCc3ccc(F)c(F)c3)C2)n1 (stereo not given)
→ -6%	-1.8	0%	-2%	8	3%	i	13
Cc1cccc(N2C(=O)CC(Sc3nc(C)cc(C)n3)C2=O)c1 (stereo not given)
→ i	-0.5	8%	-2%	20	7%	i	1
CCn1c(SCC(=O)Nc2ccc(OC)cc2)nc2c1c(=O)n(C)c(=O)n2C
→ ?	1.8	1%	1%	6	6%	i	5
CCN1CCN(S(=O)(=O)c2ccc(Cl)c(C(=O)NC(C)(C)C)c2)CC1
→ -22%	0.5	3%	1%	1	4%	i	11
CCOC(=O)C1CCCN(C(=O)Cn2nc(C)n3nc(-c4ccccc4)cc3c2=O)C1 (stereo not given)
→ -19%	-1.9	-5%	-5%	8	2%	i	1
CCc1cccc(CC)c1NC(=S)NCCc1c(C)[nH]c2ccccc12
→ -14%	0.4	14%	1%	-23	-12%	i	-7
O=c1[nH]cnc2c1c(-c1ccccc1)cn2-c1ccccc1
→ -18%	-0.8	5%	1%	9	-15%	.	2
COc1ccc(N(C)C(=O)c2cn(C)c(=O)c3cc(OC)c(OC)cc23)cc1
→ 0%&-2%	-3.1	10%	0%	4	0%	i	2&-12
COC(=O)Cc1ccc(OC(=O)C2CCN(S(=O)(=O)c3ccc(OC)c(OC)c3)CC2)cc1
→ -41%[inhibitor]	1.5	-16%	1%	23	-11%	i	5
O=C(N=C1SC2CS(=O)(=O)CC2N1c1ccc(Br)cc1)C1CCCO1 (stereo not given)
→ -22%	-16	7%	-4%	-17	-7%	i	-5
c1ccc2[nH]c(CCCc3nc4ccccc4[nH]3)nc2c1
→ -25%	-1.3	3%	3%	-11	15%	i	-9
Cc1n[nH]c(C)c1SCC(=O)Nc1ccc(F)cc1
→ 11%[57.5 µM]	0.3	7%	0%	2	5%	i	0
O=C(COC(=O)c1cc(F)c(F)cc1Cl)NC1CC1
→ -2%	-2.9	7%	1%	11	5%	i	7
COc1ccc(C(C(=O)NC(C)(C)C)N(CC2CCCO2)C(=O)CCC(=O)Nc2cc(C)on2)cc1 (stereo not given)
→ i	-1.3	-2%	0%	9	0%	i	3
CC(C)(C)c1ccc(C(=O)NCC(=O)OCC(=O)NC(=O)NC2CCCC2)cc1
→ i	-0.1	-4%	0%	?	14%	i	-11
Cc1ccc2c(=O)cc(C(=O)NC3CCS(=O)(=O)C3)oc2c1 (stereo not given)
→ i	0.3	13%	1%	-7	1%	.	-3
Clc1ccc(SCc2cn3ccccc3n2)cc1
→ -22%	1.7	1%	4%	-7	-12%	i	1
CC1CCN(CCCNC(=O)c2ccc3c(=O)n(CCc4ccccc4)c(=O)[nH]c3c2)CC1
→ -2%	0.1	-2%	0%	-28	5%	i	-5
CCOc1ccc(S(=O)(=O)N2CCCCC2)cc1NC(=O)Cc1ccccc1
→ i	-1.3	3%	0%	40	-7%	i	4
CC(C)CC(NC(=O)c1ccc(Cl)cc1)C(=O)OCC(=O)c1ccc2c(c1)NC(=O)CO2 (stereo not given)
→ -10%	-0.3	-14%	-11%	-73*	3%	i	20
Cc1ccc(Nc2nnc(SC(C)C(=O)Nc3c(C)n(C)n(-c4ccccc4)c3=O)s2)cc1 (stereo not given)
→ -1%	1.4	-12%	0%	1	-2%	i	0
Cc1ncc(CN2CCCC(C(=O)Nc3ccc(-c4cccc(F)c4)cc3)C2)cn1 (stereo not given)
→ i	-0.4	-3%	-1%	0	-3%	i	3
Cc1ccc(-n2nnnc2SC(C)C(=O)Nc2ccc(Cl)cn2)cc1 (stereo not given)
→ i	3.6	10%	3%	-24	7%	i	-19
O=C(Nc1ccc2nc3n(c(=O)c2c1)CCCC3)c1cc([N+](=O)[O-])ccc1F
→ -25%	-5.3	8%	-1%	-20	14%	i	0
COc1ccc(NC(=O)C2CCCN2C(=O)OCc2ccccc2)cc1 (stereo not given)
→ i	0.3	12%	1%	-5	-8%	i	1
CCc1ccccc1NC(=O)C1C(c2ccccc2)C1(Cl)Cl (stereo not given)
→ -21%	0.5	11%	0%	10	-2%	-107%*	-6
O=C1CSc2ccccc2N1
→ -11%	-0.8	5%	.	?	18%	i	-2
C=CCn1c(SCCC)nc2sc3c(c2c1=O)CCc1ccccc1-3
→ i	-1.4	18%	0%	-12	4%	i	-10
CCOC(=O)[C@@H]1[C@H]2COc3cc(OC)ccc3[C@@H]2N2C(=O)N(c3cccc(C)c3)C(=O)[C@]12C
→ -12%	-1.4	16%	3%	36	?	i	3
CC(C(=O)Nc1ccc(S(=O)(=O)N2CCCC2)cc1)N1CCCC(C(N)=O)C1 (stereo not given)
→ i	0.8	-4%	-4%	7	2%	i	5
O=C1C2C3C=CC(C3)C2C(=O)N1/N=C/c1cn(Cc2ccccc2)c2ccccc12 (stereo not given)
→ -1%	0.0	14%	-4%	-10	6%	i	-18

Some of the compounds tested; count on the stated rates, not on these rows.
